RPL19A-GFP yeast = RPL19A-GFP expression modulators in yeast, primary screen, cell-based, S. cerevisiae, multiplex flow cytometry, MLPCN; S. cerevisiae RPL19A-GFP strain, 3 h; hits give low values; percent response vs DMSO, % at 10 µM; 0.3% of 330,000 active;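 active = percent response vs DMSO below 50%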;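 also: median channel GFP fluorescence of the barcoded RPL19A-GFP strain; ratio of sample median GFP to plate DMSO average so 100% = DMSO; lower means less RPL19A-GFP as with rapamycin TOR inhibition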
CIT2-GFP yeast = modulators of CIT2-GFP expression in yeast, primary screen, S. cerevisiae, GFP fusion, multiplex flow cytometry, MLPCN library | S. cerevisiae CIT2-GFP strain, 3 h; 100 means same as DMSO wells | GFP response vs DMSO, % at 10 µM | 0.065% of 320,000 active;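 active = GFP response relative to DMSO above a set limit, near the screen mean plus 3 SD, cut at about 150% in these data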;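 also: ratio of well median GFP fluorescence to mean of DMSO wells on the plate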
procasp3 activ = activators of human procaspase-3 D3A mutant, primary screen, biochemical, absorbance, PC-3 D3A mutant, single concentration; Caspase-3 (Homo sapiens), P42574; recombinant procaspase-3 D3A, Ac-DEVD-pNA absorbance 405 nm; activation, % at 8.5 µM; 0.11% of 330,000 active;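 active = activation above the mean of all tested compounds plus 3 SD, cut at about 21% in these data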;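 also: 0% = DMSO alone and 100% = DMSO wells spiked with extra 5 µM PC-3 D3A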
Target sequence (P42574 whole entry D9A/D28A/D175A): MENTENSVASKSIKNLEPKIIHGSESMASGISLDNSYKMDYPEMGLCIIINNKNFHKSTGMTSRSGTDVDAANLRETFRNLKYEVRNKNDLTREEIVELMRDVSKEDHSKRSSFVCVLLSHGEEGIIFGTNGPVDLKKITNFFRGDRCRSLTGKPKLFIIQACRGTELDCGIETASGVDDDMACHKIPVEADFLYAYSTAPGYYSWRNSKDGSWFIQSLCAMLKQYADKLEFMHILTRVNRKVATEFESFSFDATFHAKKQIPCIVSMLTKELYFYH
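Assay system: Procaspase-3 D3A mutant, all three cleavage aspartates alanine. Buffer or medium: Zinc-free HEPES saline buffer with Triton X-100. Times: 1 h compound preincubation, 2 h substrate hydrolysis at 25 °C. Measured by: 405 nm absorbance of p-nitroaniline, reads at 0 and 120 min. Read-out basis: percent activation relative to control range. Replicates: singlicate.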
AGP1-GFP MLPCN = modulators of AGP1-GFP expression in yeast TOR pathway, primary screen, cell-based, multiplex flow cytometry, S. cerevisiae, MLPCN library; 0.02% of 320,000 active; 3 h; GFP as percent of DMSO wells; AID 2066, 2009; GFP response vs DMSO, % at 10 µM;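 active = GFP response relative to DMSO above a set limit, near screen average plus 3 SD, cut at about 150% in these data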;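 also: median GFP channel fluorescence of the gated AGP1 strain per well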
AHR act = AHR activators, primary screen, cell-based, luminescence, luciferase reporter, human; Aryl hydrocarbon receptor (Homo sapiens), P35869; AHR-responsive luciferase reporter cells; activation, % at 5 µM; 2.5% of 320,000 active; in the data active = activation above about 47%;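 also: 0% = vehicle wells and 100% = reference agonist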
Target sequence (P35869 whole entry, looked up): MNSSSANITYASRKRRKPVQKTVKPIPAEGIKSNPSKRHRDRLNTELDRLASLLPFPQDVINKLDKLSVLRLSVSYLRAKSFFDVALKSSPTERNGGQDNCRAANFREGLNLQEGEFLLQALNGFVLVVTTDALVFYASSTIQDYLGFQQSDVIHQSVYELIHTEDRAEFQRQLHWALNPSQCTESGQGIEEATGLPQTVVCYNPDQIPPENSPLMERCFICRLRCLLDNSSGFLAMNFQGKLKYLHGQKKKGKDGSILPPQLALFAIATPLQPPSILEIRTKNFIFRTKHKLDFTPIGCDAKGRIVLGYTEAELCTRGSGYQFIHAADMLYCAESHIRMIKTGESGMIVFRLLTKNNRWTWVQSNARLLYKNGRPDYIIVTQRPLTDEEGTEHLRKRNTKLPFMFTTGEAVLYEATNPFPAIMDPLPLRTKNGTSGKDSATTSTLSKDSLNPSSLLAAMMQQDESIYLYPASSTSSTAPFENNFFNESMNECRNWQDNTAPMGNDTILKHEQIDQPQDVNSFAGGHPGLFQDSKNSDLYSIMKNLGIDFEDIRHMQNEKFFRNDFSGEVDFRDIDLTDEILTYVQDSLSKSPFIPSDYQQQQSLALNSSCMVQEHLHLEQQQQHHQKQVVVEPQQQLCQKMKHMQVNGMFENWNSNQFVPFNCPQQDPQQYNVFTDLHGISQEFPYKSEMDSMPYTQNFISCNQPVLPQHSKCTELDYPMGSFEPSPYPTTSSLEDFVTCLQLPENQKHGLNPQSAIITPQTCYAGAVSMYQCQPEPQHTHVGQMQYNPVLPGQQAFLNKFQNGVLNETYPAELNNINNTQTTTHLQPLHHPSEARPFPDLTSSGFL
procasp7 counter = procaspase-7 activators, primary screen, counter-screen for procaspase-3 activator project, biochemical, absorbance, HTS, human | Caspase-7 (Homo sapiens), P55210 | recombinant procaspase-7, Ac-DEVD-pNA absorbance 405 nm; D23A/D198A/D206A triple mutant, cannot self-cleave; scale: DMSO 0, 5 µM enzyme 100 | activation, % at 8.5 µM | 0.093% of 330,000 active | AID 463210, 2010;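 active = percent activation above the screen-wide mean plus 3 SD, cut at about 25% in these data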
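Test system: Procaspase-7 triple mutant (PC-7 D3A). Also added: Ac-DEVD-pNA substrate, 400 µM as added. Schedule: 1 h enzyme–compound preincubation and 2 h substrate reaction, both 25 °C. Signal: p-Nitroaniline absorbance at 405 nm, read at 0 and 120 min. Control set: low DMSO alone, high DMSO plus 5 µM PC-7.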
LAP4-GFP MLPCN = modulators of LAP4-GFP expression in yeast, primary screen, S. cerevisiae, multiplex flow cytometry, MLPCN library | AID 2023, 2009 | 0.34% of 320,000 active | GFP response vs DMSO, % at 10 µM | 3 h; median GFP as percent of DMSO wells;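 active = GFP response vs DMSO above a set limit, about the screen mean plus 3 SD, cut at about 150% in these data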
MEP2-GFP yeast = modulators of MEP2-GFP levels in yeast, primary screen, S. cerevisiae, multiplex flow cytometry, MLPCN library | AID 2016, 2009 | 0.51% of 330,000 active | GFP response vs DMSO, % at 10 µM | S. cerevisiae MEP2-GFP strain, 3 h; 100% = DMSO control level;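 active = GFP response versus DMSO above a set limit, roughly screen mean plus 3 SD, cut at about 180% in these data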;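 also: median GFP fluorescence of the barcode-gated MEP2-GFP cells per well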
* = called active by the depositor; · = no result given. Compounds were not picked by outcome; 3.5% or so of the library scored in one or more.

SMILES | RPL19A-GFP yeast | CIT2-GFP yeast | procasp3 activ | AGP1-GFP MLPCN | AHR act | procasp7 counter | LAP4-GFP MLPCN | MEP2-GFP yeast
COc1ccc(-n2c(C)cc(/C=C3\C(=N)N4N=C(CC(=O)N5CCOCC5)SC4=NC3=O)c2C)c(OC)c1 | 100 | 98 | -12 | 96 | 4 | -17 | 103 | 102
Cc1ccc(C)c(N2CCN(C(=O)Cn3ncn4cccc4c3=O)CC2)c1 | 99 | 91 | -7 | 87 | 49* | 0 | 110 | 92
O=C(Nc1cccnc1)c1ccc2c(c1)C(=O)N(CC1CCCO1)C2=O (configuration not stated) | 98 | 95 | 0 | 99 | 2 | 0 | 91 | 88
CN(C)C(=S)SCC(=O)Nc1ccc(Cl)cc1Cl | 102 | 94 | 3 | 100 | 1 | 6 | 97 | 90
CCOC(=O)N1CCN(S(=O)(=O)c2cc(C)c(C)cc2C)CC1 | 103 | 106 | -7 | 107 | 6 | -6 | 106 | 105
Cc1ccc(NS(=O)(=O)c2ccc(C(=O)NCCCN3CCCC3=O)cc2)cc1C | 99 | 89 | 6 | 103 | 4 | -3 | 110 | 104
O=C(NC(=S)NNC(=O)c1ccccc1O)c1ccc([N+](=O)[O-])cc1 | 104 | 105 | -2 | 101 | 1 | 8 | 90 | 98
COc1cc(CC(=O)Nc2ccc(S(=O)(=O)N(C)C)cc2)cc(OC)c1OC | 98 | 106 | -3 | 104 | 1 | 1 | 99 | 100
O=C(Nc1cccc(Cl)c1)C1C2CCC3C(CCC21)C3(Cl)Cl (configuration not stated) | 104 | 93 | -1 | 99 | 10 | -3 | 104 | 106
O=C(CSc1ccc2c(c1)OCCO2)Nc1cccc(S(=O)(=O)N2CCCCC2)c1 | 93 | 99 | -5 | 96 | -1 | 0 | 101 | 107
O=C(CN(c1ccccc1)S(=O)(=O)c1ccccc1)N1CCOCC1 | 103 | 99 | 1 | 84 | -2 | 11 | 104 | 67
CCN(c1ccccc1)c1cc(C)nc2nc(C)nn12 | 101 | 94 | 9 | 101 | 4 | 7 | 105 | 97
COc1ccccc1NC(=O)c1c(C)cc(=O)oc1C | 102 | 108 | 2 | 103 | 1 | -4 | 94 | 105
O=C(NC1CCCCC1)C(c1ccc(F)cc1)N(Cc1ccc2c(c1)OCO2)C(=O)c1cnsn1 (configuration not stated) | 96 | 107 | -3 | 96 | 3 | 4 | 92 | 97
O=C(NCc1n[nH]c(=S)n1-c1ccc(Br)cc1)c1cccs1 | 95 | 98 | -3 | 102 | 0 | -14 | 105 | 102
CCOC(=O)C1(Cc2ccc(OC)cc2)CCN(C(=O)c2cccc3nccnc23)CC1 | 102 | 102 | -1 | 104 | 2 | 6 | 100 | 103
Fc1ccc(/C=N/Nc2ccccn2)cc1 | 104 | 104 | 0 | 100 | 0 | 9 | 93 | 111
CCN(CC)CCN(C(=O)CN1C(=O)c2ccccc2C1=O)c1nc2cc3c(cc2s1)OCO3 | 99 | 109 | 4 | 105 | 25 | 0 | 105 | 104
O=C(O)C1CSC2(c3ccc(F)cc3)CCC(=O)N12 (configuration not stated) | 111 | 100 | 1 | 92 | 5 | 8 | 104 | 105
Cc1ccc(Nc2c(-c3ccc(N4CCOCC4)cc3)nc3ncccn23)cc1 | 101 | 86 | -5 | 100 | 14 | -20 | 98 | 96
Cc1ccccc1CN(CC1CCC(C(=O)O)CC1)C(=S)Nc1ccccc1F (configuration not stated) | 96 | 84 | 5 | 96 | 1 | 4 | 113 | 95
O=C(CCc1nnc(-c2ccccc2)o1)NCc1cc(F)ccc1F | 101 | 93 | -2 | 84 | 5 | 12 | 101 | 66
O=C(Nc1cccc(C(=O)Nc2cccc(C(F)(F)F)c2)c1)c1ccc(=O)[nH]c1 | 96 | 93 | 0 | 93 | 8 | -5 | 100 | 110
Clc1ccc(-c2ccnc(Oc3cc(Cl)ccc3Cl)n2)cc1 | 107 | 107 | 1 | 112 | 0 | 3 | 112 | 105
COC(=O)C1=C(C)N=C2SC(C#N)=C(N)N2C1c1cccc(OC)c1 (configuration not stated) | 97 | 95 | -18 | 96 | -2 | -10 | 96 | 101
CCC(=O)C1=C(O)C(c2cccc(Oc3ccccc3)c2)CCC1=O (configuration not stated) | 96 | 89 | -4 | 89 | -2 | -8 | 85 | 87
CCN1CCc2c(sc(NC(=O)c3ccc(C(=O)c4ccccc4)cc3)c2C(N)=O)C1 | 99 | 100 | 3 | 106 | 3 | 4 | 115 | 105
CC(C)c1ccccc1NC(=O)CSc1n[nH]c(=O)n1C1CC1 | 110 | 106 | -3 | 112 | 0 | -7 | 108 | 105
COc1cccc(NC(=S)/C(=C(\[O-])c2cc(C)n(-c3ccccc3F)c2C)[n+]2ccc(N(C)C)cc2)c1 | 100 | 94 | -11 | 95 | 8 | 2 | 96 | 95
CCN(CC)c1ccc(NC(=O)CN2C(=O)CSc3ncccc32)c(C)c1 | 97 | 99 | -7 | 103 | -2 | 14 | 98 | 96
COC(=O)CN(c1ccccc1F)S(=O)(=O)c1ccccc1 | 100 | 104 | -2 | 102 | 0 | 11 | 101 | 101
COc1ccc(C(=O)NC(=S)NCc2ccco2)cc1Br | 100 | 103 | -9 | 75 | 16 | -17 | 121 | 97
N#Cc1c(C(F)(F)F)cc(-c2ccc(F)cc2)[nH]c1=O | 89 | 93 | -3 | · | 6 | 4 | 92 | 95
Cc1cc(C)cc(COn2ccnc2)c1 | 100 | 105 | -8 | 98 | 18 | 3 | 97 | 97
O=C(O)/C=C/C(=O)NC1CC1 | 90 | 99 | 8 | 91 | 1 | 3 | 94 | 93
Cc1cc(NS(=O)(=O)c2ccc(NC(=O)Cc3ccc([N+](=O)[O-])cc3)cc2)no1 | 95 | 84 | -5 | 83 | 0 | -1 | 79 | 93
COc1ccccc1CNC(=O)c1cc(-c2ccccc2C)n(CC2CC(c3cccc([N+](=O)[O-])c3)=NO2)n1 (configuration not stated) | 99 | 121 | 12 | 98 | 1 | 2 | 137 | 103
O=C(NCc1ccco1)C1CCCN1S(=O)(=O)c1ccccc1C(F)(F)F (configuration not stated) | 108 | 110 | -3 | 117 | 1 | 6 | 109 | 112
CC(C)Oc1ccc(C(=O)NCCCNC(=O)c2ccccn2)cc1 | 102 | 112 | 5 | 104 | 2 | -12 | 95 | 103
Cc1csc(NC(=O)CSc2nnc(-c3ccoc3C)n2Cc2ccco2)n1 | 99 | 102 | 5 | 101 | 11 | -2 | 100 | 105

2 records picked at random from those above, as already listed:
SMILES | RPL19A-GFP yeast | CIT2-GFP yeast | procasp3 activ | AGP1-GFP MLPCN | AHR act | procasp7 counter | LAP4-GFP MLPCN | MEP2-GFP yeast
O=C(O)/C=C/C(=O)NC1CC1 | 90 | 99 | 8 | 91 | 1 | 3 | 94 | 93
COc1ccccc1CNC(=O)c1cc(-c2ccccc2C)n(CC2CC(c3cccc([N+](=O)[O-])c3)=NO2)n1 (configuration not stated) | 99 | 121 | 12 | 98 | 1 | 2 | 137 | 103

(cont.)
SMILES | RPL19A-GFP yeast | CIT2-GFP yeast | procasp3 activ | AGP1-GFP MLPCN | AHR act | procasp7 counter | LAP4-GFP MLPCN | MEP2-GFP yeast
CCOC(=O)C1(Cc2cccc(Cl)c2)CCCN(C(=O)c2cc(CC)on2)C1 (configuration not stated) | 107 | 98 | 4 | 100 | 1 | 3 | 95 | 96
COc1ccc(N(Cc2nnc3n2CCCCC3)C(=O)Nc2ccccc2)cc1 | 98 | 100 | 5 | 102 | 0 | 7 | 101 | 96
Cc1ccc(-n2ncc3c(SCC(=O)NNC(=O)c4ccco4)ncnc32)cc1 | 97 | 102 | -7 | 103 | 9 | 3 | 114 | 92
Cc1nc2ccc(NC(=O)N3CCC(c4ccccc4)C3)cc2nc1C (configuration not stated) | 100 | 99 | 0 | 104 | -3 | 11 | 99 | 112
COc1ccccc1CNC(=O)Cc1csc(NC(=O)Nc2ccccc2OC)n1 | 91 | 92 | 11 | 105 | 9 | 9 | 104 | 91
CCc1ccc(/C=C(\Cl)c2nc3cc(Cl)ccc3c(=O)[nH]2)cc1 | 96 | 102 | -3 | 101 | 0 | 8 | 101 | 104
CCCS(=O)(=O)c1nc(S(=O)(=O)c2ccc(C)cc2)c(N2CC(C)OC(C)C2)s1 (configuration not stated) | 100 | 112 | 7 | 101 | 0 | -4 | 100 | 109
COc1cc(/C=C(\C#N)C(=O)Nc2ccccc2C(=O)O)cc(Cl)c1OC | 97 | 89 | 4 | 94 | 0 | 10 | 99 | 99
Cc1ccc(S(=O)(=O)NCCC(=O)NNC(=O)C2COc3ccccc3O2)cc1 (configuration not stated) | 102 | 91 | -5 | 109 | 2 | 0 | 118 | 102
Cc1cc(SCC#N)n2nc(C)c(-c3ccccc3)c2n1 | 101 | 89 | -3 | 92 | 7 | -3 | 102 | 97
c1ccc(-c2nc(CSc3nnnn3-c3ccccc3)cs2)cc1 | 98 | 95 | 5 | 91 | 4 | -7 | 107 | 100
CCOc1ncccc1C(=O)Nc1cc(C(F)(F)F)ccc1N1CCOCC1 | 99 | 102 | 8 | 98 | 0 | -4 | 107 | 99
Cc1cccc(OC(=O)n2c(=S)oc3cc(Cl)ccc32)c1 | 98 | 102 | -1 | 95 | 5 | -3 | 116 | 119
COc1ccc(CCNC(=O)c2ccc(OC)c(OC)c2)cc1OC | 100 | 102 | 7 | 101 | 0 | -6 | 102 | 107
COC(=O)Nc1nc2ccc(C(=O)c3ccc(F)cc3)cc2[nH]1 | 101 | 93 | 5 | 95 | 4 | -3 | 105 | 103
Cc1ccc2[nH]c(C(=O)NCCN3CCCC3)cc2c1 | 110 | 119 | 9 | 106 | 5 | 10 | 84 | 107
Nc1nnc(SCCOc2ccccc2)s1 | 101 | 103 | 10 | 94 | -3 | 4 | 102 | 97
COc1ccc(NC(=O)CSc2nc(SC)ns2)c(OC)c1 | 96 | 92 | -5 | 92 | 15 | 3 | 115 | 102
Cc1ccc(NC(=O)CN(C)C(=O)c2ccc(Br)o2)cc1 | 97 | 93 | 5 | 102 | 2 | -7 | 104 | 97
Cc1ccc(Cl)cc1N1CCN(S(=O)(=O)c2c(C)nc3scc(C)n3c2=O)CC1 | 97 | 97 | -1 | 97 | 0 | -5 | 100 | 105
Cc1ccc(-n2c(SCC(=O)Nc3cc(C)on3)nc3c(c2=O)SC(C)C3)cc1 (configuration not stated) | 91 | 83 | 7 | 92 | 9 | -14 | 92 | 94
COc1ccccc1NC(=O)C(C)Nc1ccc(C)c(Cl)c1 (configuration not stated) | 101 | 91 | 10 | 96 | 0 | 9 | 96 | 99

Copied from the list:
c1ccc(-c2nc(CSc3nnnn3-c3ccccc3)cs2)cc1 in RPL19A-GFP yeast → 98
Nc1nnc(SCCOc2ccccc2)s1 in CIT2-GFP yeast → 103
CCOc1ncccc1C(=O)Nc1cc(C(F)(F)F)ccc1N1CCOCC1 in MEP2-GFP yeast → 99
COc1ccc(NC(=O)CSc2nc(SC)ns2)c(OC)c1 in AGP1-GFP MLPCN → 92
